Compound activity: PubChem BioAssay, Fisher Drug Discovery Resource Center
NPYLR7 ag: activates Aedes aegypti NPYLR7 receptor; HEK293T NPYLR7/Galpha15, GCaMP6s calcium fluorescence; activation, % at 10 µM; hit rate 0.15% among 270,000; AID 1259423; in the data active = activation above about 40%;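 note: 0% = vehicle and 100% = reference agonist at the receptor; some compounds past the cut are filed as inactive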
hcGAS inh: blocks human cGAS activity; Q8N884; recombinant h-cGAS, ATP depletion, Kinase-Glo luminescence; inhibition, % at 12.5 µM; hit rate 0.081% among 290,000; AID 1259398;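 note: 0% = vehicle reaction and 100% = reaction without DNA for no activity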
Target sequence (Q8N884 whole entry, looked up): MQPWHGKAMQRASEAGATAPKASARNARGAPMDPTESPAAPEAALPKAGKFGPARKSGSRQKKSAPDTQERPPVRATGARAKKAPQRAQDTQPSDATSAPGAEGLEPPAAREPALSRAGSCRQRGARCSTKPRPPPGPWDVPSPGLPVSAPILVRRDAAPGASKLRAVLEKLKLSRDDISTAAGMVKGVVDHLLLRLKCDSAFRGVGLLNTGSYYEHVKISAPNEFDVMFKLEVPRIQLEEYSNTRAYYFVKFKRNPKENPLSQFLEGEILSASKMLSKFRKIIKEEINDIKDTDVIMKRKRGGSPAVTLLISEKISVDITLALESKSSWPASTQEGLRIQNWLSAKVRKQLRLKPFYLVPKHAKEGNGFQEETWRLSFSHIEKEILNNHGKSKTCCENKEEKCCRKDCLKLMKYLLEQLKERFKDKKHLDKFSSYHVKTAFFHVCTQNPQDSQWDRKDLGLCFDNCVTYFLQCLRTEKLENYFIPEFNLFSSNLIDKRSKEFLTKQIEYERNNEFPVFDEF
mcGAS lum: inhibitors of mouse cGAS. hit rate 0.15% among 160,000. Q8C6L5. recombinant cGAS, Kinase-Glo ATP depletion luminescence. inhibition, % at 12.5 µM;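 note: 0% = negative control wells and 100% = reference inhibitor with no enzyme activity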
An asterisk follows results filed as active; . = no result given; & = joins results of further samples. Cut-off read from the data, not from the text of the source, unless noted: active = inhibition above about 40%; inactive = the rest.

Structure	hcGAS inh	mcGAS lum	NPYLR7 ag
COCCN(Cc1nccn1Cc1ccc(F)cc1)C(=O)c1ccc(Cl)cc1	2	1	1
COC(=O)c1c(C)[nH]c(C(=O)Cn2cnc3sc(C)c(C)c3c2=O)c1C	-11	.	3
Cc1csc(N2CCC(C(=O)NCCNc3ccncc3)CC2)n1	0	2	-2
O=C(CC1CSc2nc3c(c(=O)n21)CCCC3)NC1CC1 (stereo unspecified)	-9	.	-3
O=C(NC[C@H]1CCCO1)C1(Oc2ccc(Cl)cc2)CCNCC1	4	.	1
COc1cccc(C2C(=C(O)c3ccc(C)cc3)C(=O)C(=O)N2CCN(C)C)c1OC (stereo unspecified)	-7	-7	7
Cc1ccc(C)c(OCC(=O)NN=Cc2ccc(O)cc2O)c1	0	.	-4
COc1ccc(C(=O)N2CCC(c3cn(Cc4ccc(C(F)(F)F)cc4)c4ccccc34)CC2)cc1OC	6	3	-4
Cc1ccc(CN2CCC(CN(C)Cc3c(C)nc4sccn34)CC2)o1	1	-7	5
COc1ccc(OCCCCOc2ccc(OC)cc2)cc1	-4	.	1
CC1CCCN(c2ccc(C(F)(F)F)cc2[N+](=O)[O-])C1 (stereo unspecified)	-2	-1	-5
CC(C)N(C(=O)COC(=O)c1ccc(Br)o1)C(C)C	-3	.	13
COc1ccc(C2CC(c3ccccc3F)=NN2C(=O)CN2CCOCC2)cc1 (stereo unspecified)	-5	-3	1
CC1CCCCN1C(=O)CSc1nnc(-c2cccnc2)n1C (stereo unspecified)	-2	-6	1
O=C(Nc1ccc(SCC(=O)N2CCc3ccccc32)nn1)C1CC1	3	.	0
CCOC(=O)CSc1nc2ccc(NC(=O)CSc3nnc(C)s3)cc2s1	-1	.	-5
Cc1ccc(C=C2N=C(c3ccc(C(F)(F)F)cc3)OC2=O)cc1[N+](=O)[O-]	-9	-6	1
N#CC(C(=O)c1oc2ccccc2c(=O)c1Cl)c1ccccn1 (stereo unspecified)	-8	.	12
CCC(=O)N1N=C(c2cccs2)CC1c1cccs1 (stereo unspecified)	-3	-7	1
COc1ccc(S(=O)(=O)N2CCCN(Cc3cc(=O)c(OCc4ccc(SC)cc4)co3)CC2)cc1OC	-12	-6	28
Cc1ccc(-n2c(-c3ccco3)nc3nc4ccccc4nc32)cc1F	-5	-7	3
CSc1ccc(C(NS(=O)(=O)c2ccc3c(c2)CN(C(=O)C(F)(F)F)CC3)c2cccc(Cl)c2Cl)cc1 (stereo unspecified)	-1	0	-4
COc1ccccc1OCC1CN(C(=O)c2ccc(OC(F)F)cc2)CCO1 (stereo unspecified)	-5	.	12
CCCOC(=O)C1=C(C)NC2=C(C(=O)CCC2)C1c1ccccc1OCCC (stereo unspecified)	-5	-2	3
O=c1[nH]c2nc(-c3ccc(F)cc3)ccc2c2ccccc12	-10	-11	0
CCNC(=O)c1c(C(F)(F)F)nn(C2CCCN(C(C)C)C2)c1C (stereo unspecified)	-4	.	9
O=C(Nc1nc2c(F)cc(F)cc2s1)c1ccc2c(c1)OCO2	-4	.	-9
COC(=O)Cn1c(=NC(=O)c2nc3ccccc3s2)sc2cc(S(C)(=O)=O)ccc21	-9	.	2
Cc1cc(C)n(-c2c(F)c(F)c(CN3CCCCC3)c(F)c2F)n1	-5	.	9
CC1=C(C(=O)OC2CCC(C)CC2)C(c2ccc(N(C)C)cc2)NC(=O)N1 (stereo unspecified)	-2	-5	4
O=C(Nc1cccc(F)c1)C1CCN(c2ccc(Cl)cc2Cl)C1=O (stereo unspecified)	-1	0	.
C=CCNC(=O)N1CCC(OC(=O)NCC)c2ccccc2N(C)C(=O)C1 (stereo unspecified)	-2	-9	4
COCCCn1c(C)c(C)n2c3c(=O)n(Cc4ccccc4F)c(=O)n(C)c3nc12	-9	.	0
COc1nc(C)cc(C)c1CNS(=O)(=O)NCc1ccccc1	-6	.	8
O=C(C1CCCCN1Cc1c(-c2ccc3c(c2)OCO3)nc2ncccn12)N1CCCC(O)C1 (stereo unspecified)	-6	.	2
CCCN(Cc1cc(NC(=O)COC)ccc1N(C)C)C(=O)C(C)C	-2	-9	.
CCOC(=O)CSc1nc2c(cc1C#N)CCC2	-1	-4	-6
CC(=O)Nc1cccc(NC(=O)Cn2c(-c3nnc(C(C)C)o3)cc3ccccc32)c1	-5	-8	-3
O=C(CCc1ccccc1)N1CCN(c2cc(Oc3ccc(F)cc3F)ncn2)CC1	-7	-3	-1
CCCCn1c(=O)c2c(nc3n(C)c(C)cn23)n(C)c1=O	3	.	-6
CCOc1ccc(-c2ccnc(N3CCN(C(=O)CCSC)CC3)n2)cc1	2	0	-13
CN1CCN(Cc2ccc(-c3ccc(-c4ccn[nH]4)cc3)nc2)CC1	-1	-16	5
CC(N)=C(C#N)C(=O)COC(=O)C=CC(=O)OCC(=O)C(C#N)=C(C)N	-5	.	-3
O=c1c(Br)c(Br)cnn1CN1CCOCC1	-5	.	5
Cc1cc2c(=O)n(C)c(SCC(=O)NCc3ccco3)nc2s1	-3	-8	6

Copied from the list.
Reading of O=C(C1CCCCN1Cc1c(-c2ccc3c(c2)OCO3)nc2ncccn12)N1CCCC(O)C1 (stereo unspecified) under hcGAS inh: -6
Reading of CC(N)=C(C#N)C(=O)COC(=O)C=CC(=O)OCC(=O)C(C#N)=C(C)N under hcGAS inh: -5

Further results:
Structure	hcGAS inh	mcGAS lum	NPYLR7 ag
Cc1cccc(N2C(=O)CSC2c2ccc(NC(=O)c3cccs3)cc2)c1 (stereo unspecified)	-4	-5	-3
O=C(Nc1ccc(-c2ccco2)cc1)C1CCCN(Cc2cccc3c2OCO3)C1 (stereo unspecified)	-9&-5	.	20&7
CC(C)=CCN1CCNC(=O)C1CC(=O)N(C)Cc1cnc2ccccc2n1 (stereo unspecified)	3	1	-1
O=c1[nH]c2ccccc2n1C1CCN(S(=O)(=O)c2ccc3c(c2)OCCO3)CC1	-5	.	-2
COC(=O)c1ccccc1SCc1ccc(C(=O)N2C3CCC2CC(Oc2cccc(C#N)c2)C3)cc1 (stereo unspecified)	-13	-8	4
CN(CCc1ccccc1)C1CCCN(C2CCN(Cc3cccnc3)CC2)C1 (stereo unspecified)	-5	-5	1
Cc1cc(NC(=O)c2ccc(Br)o2)no1	-6	.	3
COc1ccc([C@@H](C)Nc2nncc(-c3ccc(Cl)cc3)n2)cc1	-8	.	5
Cc1cc(C(F)(F)F)nn1CC(=O)Nc1ccccc1C(F)(F)F	-4	-9	-4
Cn1c(CN2CCCC(CO)(Cc3ccccc3)C2)nc2ccccc21 (stereo unspecified)	-8	.	-2
COc1ccccc1CN1CCn2nc(C(=O)NCc3cccnc3)cc2C1=O	-1	-1	-1
CCCN(CC1CC(c2ccc(Cl)c(Cl)c2)=NO1)C(=O)NCC (stereo unspecified)	-6	-6	-3
O=C(OCC(=O)N1CCCC1)c1cccc(F)c1	-4	-5	5
O=C1Nc2ccccc2SC1Nc1ccc(Cl)c(C(F)(F)F)c1 (stereo unspecified)	-2	.	-1
O=C(COC(=O)c1cccc([N+](=O)[O-])c1)c1ccc(Br)cc1	-3	-5	3

6 entries from above, ordered by molecular weight, rising:
Structure	hcGAS inh	mcGAS lum	NPYLR7 ag
Cn1c(CN2CCCC(CO)(Cc3ccccc3)C2)nc2ccccc21 (stereo unspecified)	-8	.	-2
CCCN(CC1CC(c2ccc(Cl)c(Cl)c2)=NO1)C(=O)NCC (stereo unspecified)	-6	-6	-3
O=C1Nc2ccccc2SC1Nc1ccc(Cl)c(C(F)(F)F)c1 (stereo unspecified)	-2	.	-1
COc1ccccc1CN1CCn2nc(C(=O)NCc3cccnc3)cc2C1=O	-1	-1	-1
Cc1cccc(N2C(=O)CSC2c2ccc(NC(=O)c3cccs3)cc2)c1 (stereo unspecified)	-4	-5	-3
O=C(Nc1ccc(-c2ccco2)cc1)C1CCCN(Cc2cccc3c2OCO3)C1 (stereo unspecified)	-9&-5	.	20&7

The listing continues.
Structure	hcGAS inh	mcGAS lum	NPYLR7 ag
Fc1ccc(-c2ccc(-c3noc(-c4ccccc4Cl)n3)cc2)cc1	-3	-4	7
Cc1cc(Br)cc(Br)c1N	-4	-2	-2
O=C(Nc1cccc2ncccc12)c1ccccc1Br	-4	-7	2
O=C(O)c1ccc(CSc2nc(Cl)cc(N3CCCC3)n2)cc1	-1	-2	-15
CCOC(=O)c1cc(C2CC2)n(C2CCN(C(=O)c3ccc(F)cc3)CC2)n1	-3	-2	26
CN(Cc1ccccc1N1CCOCC1)c1snc(Cl)c1C#N	-3	-9	8
CCc1ccc(C(C)NC(=O)C2CCN(C(=O)NC3CC3)CC2)cc1 (stereo unspecified)	3	-2	1
CCS(=O)(=O)c1ccccc1C(=O)N=c1sc2ccc(OC)cc2n1CCSC	-10	.	0
O=C(COc1ccccc1)N=Nc1c(O)[nH]c2ccc(Br)cc12	-2	-7	10
FC(F)(F)CN1CCC(NCc2ccc(-c3ccccc3Cl)s2)C1 (stereo unspecified)	-12	.	19
CCN(CC)S(=O)(=O)c1ccc(/C=C/C(=O)N=c2sccn2C)cc1	-2	.	7
CCC(CCO)NC(=O)Nc1cc(-c2ccccc2)on1 (stereo unspecified)	-9	.	5
O=C(NCc1cn2ccccc2n1)C1CCCN1C(=O)C1CCCCC1 (stereo unspecified)	-6	.	12
CCn1cnnc1CCNC(=O)C1CC2(CCNCC2)CN1 (stereo unspecified)	-1	.	22
Cc1cc(C)c(S(=O)(=O)NCCn2nc(-c3ccc(F)cc3)ccc2=O)c(C)c1	-4	-8	-2
c1cnc(N2CCCN(c3nncc(-c4ccc5ccccc5c4)n3)CC2)nc1	-7	-10	3
CN1CC(C(=O)N2CC=C(c3c[nH]c4ccccc34)CC2)CC1=O (stereo unspecified)	-11	-7	12
Cc1cc(NCc2ccc3[nH]c(C)c(C)c3c2)nc(N)n1	0	.	13
Cn1ccsc1=NC(=O)c1cn[nH]c1-c1ccccc1	-14	-7	8
O=C(NCCC(=O)N1CCOC(COc2ccc3c(c2)CCCC3)C1)OCc1ccccc1 (stereo unspecified)	-6	-5	-4
CCn1nc(NC(C)=O)c2cc3ccc(C)cc3nc21	-5	.	-1
CC(C)CC(=O)NCCNc1nc(-c2ccccc2Cl)nc2ccccc12	3	-3	8
Cc1nc(Cc2nc(-c3ccc(Br)o3)no2)cs1	-17	-17	3
CCC(C)(C)NC(=O)CSc1n[nH]c(Cc2cccs2)n1	-6	-17	4
O=C(CCC1CCCN(Cc2cccc(-n3cccn3)c2)C1)Nc1ccccc1F (stereo unspecified)	-5	-8	10
Cn1nc(C(=O)Nc2nc3c(s2)CN(C(=O)OC(C)(C)C)CC3)c2ccccc2c1=O	-8	.	12
COc1ccc(N2CCN(c3cc(C)nc(SCc4cccc(C(=O)O)c4)n3)CC2)cc1	-3	-5	9
Cc1ccccc1OCCSc1nc2ccccc2n1CC(O)CO (stereo unspecified)	0	0	-13
CCn1nnc2c(SCC(=O)OC)ncnc21	-7	.	1
CCN=C1NN=C(c2c(-c3ccc(F)cc3)[nH]c3ccccc23)CS1	-10	.	5
CC(=O)Nc1ccc(S(=O)(=O)NCc2ccsc2)c(C)c1	-1	.	-7
CC(C)c1ccc(S(=O)(=O)Nc2cc(S(N)(=O)=O)ccc2N(C)C)cc1	-5	-15	6
COc1cccc(C(C2Sc3ncnn3C2=O)N2CCN(C)CC2)c1 (stereo unspecified)	-8	-8	2
COC(=O)C1=C(C)NC(C)=C(C(=O)OC(C)(C)CN(C)CCC(c2ccccc2)c2ccccc2)C1c1cccc([N+](=O)[O-])c1 (stereo unspecified)	-1	-3	5
Cc1ccn2c(CNCC3OCCc4ccccc43)c(C(=O)N3CCCCCC3)nc2c1 (stereo unspecified)	-5	-6	-6
N#CC(=Cc1ccc(Sc2nc3ccccc3[nH]2)o1)c1nc2ccccc2[nH]1	-2	-2	2
Cc1cc(C(=O)N2CCN(c3nc4ccccc4nc3C)CC2)c(C)o1	-11	-11	19
O=C(NCC1CCCO1)c1ccc(CSc2nc(-c3ccccc3)cc(N3CCN(c4ccccc4Cl)CC3)n2)cc1 (stereo unspecified)	-5	-4	6
S=c1[nH]nc(-c2ccccn2)n1N=Cc1cccc2ccccc12	-4	.	-1
Cc1cc(C)nc(SCc2cc(=O)c(OC(=O)c3ccc4c(c3)OCO4)co2)n1	-6	-6	-11
Cc1ccccc1OCC(=O)N1CCC(c2nncn2C(C)C)CC1	-1	.	3
C#CCOc1cccc(/C=C/c2[nH]c(=O)[nH]c(=O)c2[N+](=O)[O-])c1	-8	.	3
CCC[C@@H]1CN(Cc2cc(C(C)=O)cn2C)C[C@H]1N(C)C	-16	-7	.
COC(=O)c1ccc(-c2nc(CN(Cc3ccccc3)CC3CC3)c(C)o2)cc1	-2	-4	-8
O=C(CSc1nnc2ccccn12)NCc1ccco1	-2	-4	1
O=C(c1ccc(-c2cn[nH]c2)nc1)N1CCCN(C2CCCCC2)CC1	-1	-1	-2
Cc1ccn2c(NC3CCCCC3)c(-c3cccc(Cl)c3)nc2c1	5	0	1
COCC(=O)Nn1cnc2c(cnn2-c2ccc(C)c(C)c2)c1=O	-8	.	0
CCCCC(=O)N(C)c1c(CC)nc2c(OCc3cc(Cl)cc(Cl)c3)cccn12	-3	-4	1
CC(NC(=O)C1CCN(c2ccc3nnc(C(F)(F)F)n3n2)CC1)c1ccccc1 (stereo unspecified)	-4	-7	-7

No enrichment for hits; about 0.29% have a hit in one of these screens.
